MEKK2mut PB1 HTS: MEK5 binding signal on mutant MEKK2 PB1, primary screen, biochemical, multiplex bead flow cytometry, Alexa488-MEK5. AID 1530, 2009. Alexa488-MEK5 binding to MEKK2 mutant. hit rate 0.35% among 290,000. percent response, % at 10 µM; in the data active = percent response above about 24%, passing the limit was not always enough; note: inactives centre near 1; some results filed as inactive read as strong as hits; reference of the scale not given here
OXTR agonist: human OXTR agonists, primary screen, fluorescence, CHO-OTR cells, Fluo-8 calcium; activation, % at 3 µM; Oxytocin receptor (Homo sapiens), P30559; AID 2435, 2010; Fluo-8 calcium fluorescence; normalized: DMSO 0%, oxytocin 100%; hit rate 0.32% among 320,000;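 active = activation above the mean of all tested compounds plus 3 SD, cutoff set per screening run, cut at about 20% in these data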;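 note: peak over basal fluorescence ratio from a 100 s FLIPR kinetic read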
Target sequence (P30559 whole entry, looked up): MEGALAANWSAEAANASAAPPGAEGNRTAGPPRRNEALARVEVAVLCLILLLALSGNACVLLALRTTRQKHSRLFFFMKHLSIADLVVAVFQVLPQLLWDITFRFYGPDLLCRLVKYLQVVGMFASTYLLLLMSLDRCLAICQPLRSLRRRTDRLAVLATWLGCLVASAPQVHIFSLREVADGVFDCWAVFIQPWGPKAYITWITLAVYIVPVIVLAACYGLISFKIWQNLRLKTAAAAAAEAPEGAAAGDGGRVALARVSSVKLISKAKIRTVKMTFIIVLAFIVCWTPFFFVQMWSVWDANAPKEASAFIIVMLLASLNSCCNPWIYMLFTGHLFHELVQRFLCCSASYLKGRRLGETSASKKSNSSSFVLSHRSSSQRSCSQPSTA
MEKK2wt PB1 HTS: modulators of MEK5 binding to wildtype MEKK2, primary screen, biochemical, multiplex bead flow cytometry, Alexa488-MEK5 | Mitogen-activated protein kinase kinase kinase 2 (Homo sapiens), Q9Y2U5 | Alexa488-MEK5 binding to MEKK2 WT; actives lie on both sides | binding response (% of control), % at 10 µM | hit rate 1.1% among 290,000 | AID 1531, 2009; in the data active = binding response below about 67% or above about 130%
M18AAP inhibitor: PfM18AAP inhibitors, malaria aminopeptidase, primary screen, biochemical, QFRET, recombinant enzyme; H-Glu-NHMec fluorogenic cleavage; inhibition, % at 7.35 µM; M18 aspartyl aminopeptidase (Plasmodium falciparum 3D7); hit rate 1.2% among 290,000;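 active = inhibition above the campaign mean inhibition over all tested compounds plus 3 SD, cut at about 28% in these data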;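 note: 0% = plate median of test compound wells and 100% = 2 mM ZnCl2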
GPR7 antag: GPR7 receptor antagonists, primary screen, cell-based, fluorescence, single concentration | GPR7-expressing cells, fluorescence antagonist assay | Neuropeptides B/W receptor type 1 (Homo sapiens), P48145 | AID 1861, 2009 | inhibition, % at 4.4 µM | hit rate 1.1% among 290,000; in the data active = inhibition above about 16%, passing the limit was not always enough;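 note: cells stimulated with the agonist NPW; 0% = agonist with vehicle and 100% = vehicle without agonist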
Target sequence (P48145 whole entry, looked up): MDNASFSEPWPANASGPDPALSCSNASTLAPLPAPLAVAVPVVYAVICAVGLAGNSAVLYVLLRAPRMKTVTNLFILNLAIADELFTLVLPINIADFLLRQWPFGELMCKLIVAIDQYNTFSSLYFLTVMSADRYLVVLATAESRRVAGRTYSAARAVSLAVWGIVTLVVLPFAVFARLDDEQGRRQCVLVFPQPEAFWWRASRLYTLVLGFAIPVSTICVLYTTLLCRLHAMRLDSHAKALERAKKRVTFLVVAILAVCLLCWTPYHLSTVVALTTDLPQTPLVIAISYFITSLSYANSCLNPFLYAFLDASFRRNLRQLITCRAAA
MEKK3 PB1 HTS: modulators of MEKK3-MEK5 PB1 binding, primary screen, biochemical, wildtype MEKK3, multiplex bead flow cytometry, Alexa488-MEK5; Mitogen-activated protein kinase kinase kinase 3 (Homo sapiens), Q99759; binding response (% of control), % at 10 µM; hit rate 1.4% among 290,000; bead-based flow cytometry, Alexa488-MEK5 binding to MEKK3; actives lie on both sides; 0 = blocked by unlabeled MEK5, 100 = vehicle;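 active = binding response more than 3 SD above or below the average of its plate-row segment, actives on both sides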;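 note: Alexa488 bead fluorescence after subtracting the streptavidin-only scavenger bead signal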
PHOSPHO1 inh: PubChem AID 1565; Phosphoethanolamine/phosphocholine phosphatase (Homo sapiens), Q8TCT1; recombinant PHOSPHO1, absorbance phosphatase assay; inhibition, % at 13.3 µM; hit rate 1.1% among 290,000; in the data active = inhibition above about 60%
Target sequence (Q8TCT1 whole entry, looked up): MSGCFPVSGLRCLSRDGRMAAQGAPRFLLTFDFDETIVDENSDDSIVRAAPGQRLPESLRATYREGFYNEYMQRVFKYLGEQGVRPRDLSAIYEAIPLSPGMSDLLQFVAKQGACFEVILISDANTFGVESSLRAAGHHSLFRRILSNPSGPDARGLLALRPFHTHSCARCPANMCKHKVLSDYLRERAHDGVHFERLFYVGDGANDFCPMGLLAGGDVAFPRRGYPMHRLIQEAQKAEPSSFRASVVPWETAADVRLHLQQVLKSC
NALP1 inh: NALP1 inflammasome inhibitors in reconstituted yeast, colorimetric, S. cerevisiae, triplicate retest. AID 2071, 2009. hit rate 0.61% among 280,000. S. cerevisiae NALP1/ASC/caspase-1 growth, X-gal OD620, 72 h. inhibition, % at 10 µM; in the data active = inhibition mostly above about 24%, no sharp cut-off; inactive = mostly below about 32%; note: some compounds called inactive have numbers as strong as hits
DNA FID counter: compounds displacing fluorescent DNA intercalator, primary screen, artefact control for HCV NS3 helicase inhibitor project, biochemical, FID fluorescence | DNA fluorescent intercalator displacement | inhibition, % at 7.9 µM | hit rate 0.17% among 290,000 | AID 1845, 2009; in the data active = inhibition above about 37%;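 note: 0% = vehicle and 100% = reference compound; higher means more ethidium bromide displaced from hairpin DNA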
The depositor's hits bear a star; / = not tested or not shown; [ ] = remark or other dose.

compound	MEKK2mut PB1 HTS	OXTR agonist	MEKK2wt PB1 HTS	M18AAP inhibitor	GPR7 antag	MEKK3 PB1 HTS	PHOSPHO1 inh	NALP1 inh	DNA FID counter
Cc1ccc(-c2cc(C(F)F)nc(N3CCOCC3)n2)cc1	-5	-2.0	94	3	-8	95	37	14	-8
COc1ccccc1/C=C/CN1CCCC(CO)(Cc2cccc(Cl)c2)C1 (stereo not given)	60*	11	190*	2	-4	111	11	18	23
CC(Oc1ccc(Cl)cc1)c1ccc(C#N)c(=O)[nH]1 (stereo not given)	-9	-0.9	89	-8	-9	89	19	-10	-6
CC1Cc2cc(/C(O)=C3\C(=O)C(=O)N(CCN(C)C)C3c3ccccc3F)ccc2O1 (stereo not given)	-3	-0.6	99	-10	-8	98	0	23	-9
COc1cc(-c2nnc3sc(C4CCCCC4)nn23)cc(OC)c1OC	-4	-2.4	95	4	-22	102	-2	/	-37
Cc1ccc(N2CCN(C(=O)c3cccs3)CC2)c(C)c1	-2	-0.6	102	1	14	101	40	17	-31
Cc1ccc(C(O)Cn2cc([N+](=O)[O-])nc2C)cc1 (stereo not given)	-6	0.5	93	0	1	94	43	/	0
COc1ccc(C(C)(C)C)cc1NC(=O)Cn1cnnn1	5	-0.5	103	1	-12	101	13	-27	-15
CC1CCCN(Cc2c(O)ccc3c4c(c(=O)oc23)CCCC4)C1 (stereo not given)	-9	-0.9	95	3	-3	87	-10	20	-6
Cc1ccc(C)c(NC(=S)Nc2cccc3cnccc23)c1	-19	-1.6	76	12	15	81	51	-19	5
Cc1cc2cc(CNC(=O)c3cc4ccccc4o3)ccc2n1C	-9	1.3	/	15	14	45*[inhibitor]	15	6	-38
CC1(C)C2([N+](=O)[O-])CN3CC1([N+](=O)[O-])CN(C2)C3c1ccccc1 (stereo not given)	-4	0.6	102	-2	-12	101	24	-11	-1
Cc1cc(C(=O)COC(=O)c2cc(Cl)ccc2N)c(C)n1Cc1ccco1	0	-0.7	104	0	-4	100	23	19	-4
CCN(CC)CCNc1cc(C)c(C#N)c2nc3ccccc3n12	13	1.1	103	20	-8	98	14	10	-9
CCn1c(-c2c[nH]c3ccccc23)n[nH]c1=S	-3	0.8	96	18	-3	98	79*	-16	-3
O=C(COc1ccc(-c2ccccc2)cc1)N1CCN(S(=O)(=O)Cc2ccccc2)CC1	-3	4.6	103	-7	4	102	1	15	-8
Clc1ccc(-c2cnn3c(-c4ccncc4)ccnc23)cc1	-7	2.0	91	-17	1	96	57	-22	-2
Cc1ncc(CO)c2c1Oc1nc(-c3ccccc3)nc(SCC(=O)N3CCOCC3)c1C2	4	1.2	105	1	-21	102	33	8	-57
Brc1cccc(-c2cnc3n2CCCCC3)c1	-6	4.7	94	3	7	95	5	20	5
Cn1c(N)c(C(=O)COC(=O)C2CC(=O)N(Cc3ccccc3)C2)c(=O)n(C)c1=O (stereo not given)	-1	1.9	95	-4	12	102	-23	-22	-15
Cc1nc(-c2ccncc2)sc1C(=O)Nc1ccc(Cl)cc1	-1	-0.8	97	2	4	97	34	-2	-3
CC(=O)c1ccc(S(=O)(=O)Nc2cc3c(cc2C(C)=O)OCO3)cc1	-2	1.3	93	-14	7	99	21	8	8
Cc1cc(C)n2nc(S(=O)(=O)NC(C)(C)C)nc2n1	4	0.2	102	-8	-13	103	2	4	-1
COc1ccc(C2C3CCCCC3(O)CCN2C(=O)c2cccs2)cc1 (stereo not given)	28	0.5	100	0	-4	111	-17	18	-20
CN(CCCN1CCOCC1)Cc1nc(-c2ccccc2)no1	-8	1.7	96	2	-2	100	35	16	2
COCCCNC(=O)c1ccc(N(C)S(C)(=O)=O)cc1	6	-0.2	101	0	-9	103	-14	8	-3
CC(=O)Nc1ccc(NC(=O)CCn2nnc3ccccc32)cc1	-13	0.0	85	-2	-12	96	12	-6	6
O=C(N/N=C/c1cc2ccccc2nc1Cl)/C(=C/c1cccs1)NC(=O)c1ccccc1	0	0.1	98	-10	-6	102	21	-1	-8
COc1ccccc1C1CCCN1Cc1nc(-c2ccc(C)s2)oc1C (stereo not given)	-14	-1.9	63*[inhibitor]	-2	-4	61*[inhibitor]	24	3	-1
Cc1ccc(-n2nc3c(c2NC(=O)CC(C)C)CS(=O)C3)cc1 (stereo not given)	0	-0.9	103	8	0	103	25	17	-8

Some of the entries so far, as labelled records:
> Cn1c(N)c(C(=O)COC(=O)C2CC(=O)N(Cc3ccccc3)C2)c(=O)n(C)c1=O (stereo not given)
  MEKK2mut PB1 HTS: -1
  OXTR agonist: 1.9
  MEKK2wt PB1 HTS: 95
  M18AAP inhibitor: -4
  GPR7 antag: 12
  MEKK3 PB1 HTS: 102
  PHOSPHO1 inh: -23
  NALP1 inh: -22
  DNA FID counter: -15

> Cc1nc(-c2ccncc2)sc1C(=O)Nc1ccc(Cl)cc1
  MEKK2mut PB1 HTS: -1
  OXTR agonist: -0.8
  MEKK2wt PB1 HTS: 97
  M18AAP inhibitor: 2
  GPR7 antag: 4
  MEKK3 PB1 HTS: 97
  PHOSPHO1 inh: 34
  NALP1 inh: -2
  DNA FID counter: -3

> COc1ccccc1C1CCCN1Cc1nc(-c2ccc(C)s2)oc1C (stereo not given)
  MEKK2mut PB1 HTS: -14
  OXTR agonist: -1.9
  MEKK2wt PB1 HTS: 63*[inhibitor]
  M18AAP inhibitor: -2
  GPR7 antag: -4
  MEKK3 PB1 HTS: 61*[inhibitor]
  PHOSPHO1 inh: 24
  NALP1 inh: 3
  DNA FID counter: -1

> COc1ccc(C2C3CCCCC3(O)CCN2C(=O)c2cccs2)cc1 (stereo not given)
  MEKK2mut PB1 HTS: 28
  OXTR agonist: 0.5
  MEKK2wt PB1 HTS: 100
  M18AAP inhibitor: 0
  GPR7 antag: -4
  MEKK3 PB1 HTS: 111
  PHOSPHO1 inh: -17
  NALP1 inh: 18
  DNA FID counter: -20

Among those listed so far, five contain an aryl methoxy group.
compound	MEKK2mut PB1 HTS	OXTR agonist	MEKK2wt PB1 HTS	M18AAP inhibitor	GPR7 antag	MEKK3 PB1 HTS	PHOSPHO1 inh	NALP1 inh	DNA FID counter
COc1ccccc1/C=C/CN1CCCC(CO)(Cc2cccc(Cl)c2)C1 (stereo not given)	60*	11	190*	2	-4	111	11	18	23
COc1cc(-c2nnc3sc(C4CCCCC4)nn23)cc(OC)c1OC	-4	-2.4	95	4	-22	102	-2	/	-37
COc1ccc(C(C)(C)C)cc1NC(=O)Cn1cnnn1	5	-0.5	103	1	-12	101	13	-27	-15
COc1ccc(C2C3CCCCC3(O)CCN2C(=O)c2cccs2)cc1 (stereo not given)	28	0.5	100	0	-4	111	-17	18	-20
COc1ccccc1C1CCCN1Cc1nc(-c2ccc(C)s2)oc1C (stereo not given)	-14	-1.9	63*[inhibitor]	-2	-4	61*[inhibitor]	24	3	-1

Further records
compound	MEKK2mut PB1 HTS	OXTR agonist	MEKK2wt PB1 HTS	M18AAP inhibitor	GPR7 antag	MEKK3 PB1 HTS	PHOSPHO1 inh	NALP1 inh	DNA FID counter
CC1CCN(C(=O)CSc2nnc(-c3cccnc3)o2)CC1	-8	1.2	93	1	-2	98	55	18	-8
CCOC(CCn1c(SCc2cccc([N+](=O)[O-])c2)nc2ccccc2c1=O)OCC	-1	1.5	99	-1	-8	96	3	30	-4
Cc1c(OCc2nn[nH]n2)ccc2c3c(c(=O)oc12)CCC(C)C3 (stereo not given)	0	-0.3	96	7	-3	99	7	-11	-22
CCN(CC)c1ccc(N2C(=O)/C(=C\c3cccs3)SC2=S)cc1	-5	0.4	94	0	4	100	16	-1	-7
COc1ccc(CCN(C)C(=O)c2c(C)nn(CC(C)C)c2Cl)cc1OC	-39	-0.4	44*[inhibitor]	5	-14	55*[inhibitor]	25	6	-45
O=c1c2ccccc2ncn1CCOCCOc1ccc([N+](=O)[O-])cc1	-2	0.9	96	6	1	100	16	11	-2
CCS(=O)(=O)c1nc(S(=O)(=O)c2ccc(Cl)cc2)c(NCCCN2CCCC2=O)s1	-1	1.2	97	1	-1	99	48	-4	-29
Nc1nonc1-n1nnc(C(=O)N/N=C/c2cccc(Cl)c2)c1CSc1ccccc1	-28	-0.6	82	1	-13	84	13	/	-4
N#CCC(=O)Nc1ncc(Cc2ccccc2Cl)s1	0	0.9	110	6	5	100	12	0	8
O=C1CC(c2cccc(F)c2)SC(N(c2ccccc2)c2ccccc2)=N1 (stereo not given)	2	-1.0	98	2	-8	99	17	3	0
CC(C)C1CC(CCNCc2ccc3c(c2)OCO3)(c2ccccc2)CCO1 (stereo not given)	23	7.0	128	4	8	121	37	/	18
CCC1=NN(C(=O)c2ccc(C)cc2)C(O)(c2ccc(Br)cc2)C1 (stereo not given)	0	-2.6	101	0	-4	96	-4	9	-3
COCCSc1ccccc1C(=O)Nc1nccs1	-3	0.8	99	3	5	96	-8	14	-3
CCCCn1c(NC(=O)CC)c(C#N)c2nc3ccccc3nc21	1	-0.2	100	-2	-1	107	10	11	-1
CCCCN(CC)Cc1ccc(CNC(=S)Nc2ccccc2F)o1	6	1.9	110	3	-13	106	2	-2	-1
CC(=O)N(Cc1c(C#N)c2ccccc2n1C)c1ccccc1	3	-1.8	100	3	2	99	-4	11	-14
CN1CCc2c(c3ccccc3n2C)C1	2	1.1	104	0	-3	100	34	12	4
O=C(COC(=O)Cc1ccc(Br)cc1)NCC1CCCCC1	-5	-3.0	97	-5	-4	99	-17	-18	-27
COc1cc2c(c(O)c1OC)-c1c(cc(OC)c(OC)c1O)[C@@H](OC(=O)c1ccccc1)[C@@](C)(O)[C@@H](C)[C@@H]2OC(C)=O	3	/	90	/	/	91	31	-47	/
Cc1cccc(NC(=O)C2CC(O)CN2C(=O)OCc2ccccc2)c1 (stereo not given)	-2	-0.3	94	3	-18	93	5	-1	-8
